SMN2 splice enh: increases expression of the SMN2 splice variant | HEK293 SMN2-luciferase splicing reporter, luminescence, 30-36 h | Potency, µM (top dose mostly 46.1 µM), inactives show top-dose activity change, positive = activation, actives largely listed as activators | 2.8% of 210,000 active | AID 1458; further: % of control where 0% means no effect; nearly all actives have a fitted effect of over 55% in size
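qHTS luciferase splicing reporter: luminescence rises when SMN2 exon 7 is included in transfected HEK293 cells. Compound exposure lasted 30-36 h at 37C, with 4.5 mM final sodium butyrate as control, followed by a ONE-Glo read.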
Lamin A splicing: changes lamin A minigene splicing in HeLa cells; HeLa LMNA splicing GFP/RFP minigene ratio, 48 h; Potency, µM (doses to about 46.1 µM), for inactives: at the top dose ratio change, negative = inhibition, hits mostly inhibitors; 0.01% of 200,000 active; AID 1487; active means well fitted inhibition curve with a large enough effect in the signal ratio, with a control signal flat, not every such curve was filed as active; inconclusive means small, poorly fitted or top-dose-only effect, or effect the other way, or a change in a side signal; the % refers to the signal ratio; further: on the % scale 0 is the no-effect control and ±100 the full control effect
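S3 HeLa stable clones carrying a lamin A-EGFP splicing minigene plus DsRed2 were seeded at 600 cells/well in Opti-MEM with 2% FBS, pin-dosed and incubated 48 h at 37°C. Acumen cytometry (488 nm) gave the GFP/RFP total-intensity ratio.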
Tau fibril ThT: inhibitors of human tau fibril formation, thioflavin T binding; 2.1% of 270,000 active; recombinant tau K18 P301L, heparin-induced fibrillization, ThT fluorescence; Potency, µM (top dose mostly 57.4 µM), inactives show top-dose activity, negative = inhibition, actives largely listed as inhibitors; AID 1460; P10636; further: on the % scale 0 is the no-effect control and ±100 the full control effect; nearly all actives have a fitted effect of over 55% in size
Target sequence (P10636 561-689 P618L limits assumed): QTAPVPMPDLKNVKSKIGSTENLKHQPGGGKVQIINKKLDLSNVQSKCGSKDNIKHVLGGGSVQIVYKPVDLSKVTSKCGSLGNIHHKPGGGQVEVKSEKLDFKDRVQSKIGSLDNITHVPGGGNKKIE
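ThT emission at 510 nm, taken 1 hr after adding 30 uM dye, quantifies aggregates formed when 20 uM heparin acts on human tau K18 P301L for 6 hr at 37 C.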
KDM4E inh: JMJD2E (human) inhibition; Potency, µM (highest dose often 57.1 µM), for inactives: top-dose activity change, negative = inhibition, usual class: inhibitors; 1.6% of 230,000 active; JMJD2E catalytic domain, FDH-coupled NADH fluorescence (FDH is formaldehyde dehydrogenase); active means well fitted inhibition curve with a large enough effect, not every such curve was filed as active; inconclusive means small, poorly fitted or top-dose-only effect, or another doubt; inactive means no such curve, though single readings can be large or run the other way;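 further: 0% = wells with enzyme and -100% = buffer wells without enzyme; nearly all actives have a fitted effect of over 50% in size; many of its hits are not listed in these tables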
Target sequence (B2RXH2 1-337 limits assumed): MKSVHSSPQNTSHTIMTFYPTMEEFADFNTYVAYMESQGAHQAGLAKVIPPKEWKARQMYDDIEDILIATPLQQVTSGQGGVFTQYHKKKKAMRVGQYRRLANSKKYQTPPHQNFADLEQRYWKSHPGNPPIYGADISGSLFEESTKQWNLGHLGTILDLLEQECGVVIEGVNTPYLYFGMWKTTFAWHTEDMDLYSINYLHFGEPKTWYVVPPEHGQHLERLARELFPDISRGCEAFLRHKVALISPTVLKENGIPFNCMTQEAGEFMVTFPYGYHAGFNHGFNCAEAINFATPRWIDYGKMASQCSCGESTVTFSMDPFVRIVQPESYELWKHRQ
Luc counter: Kinase-Glo luciferase inhibition (counter-screen) | Kinase-Glo luciferase, ATP luminescence, 8 min | 0.28% of 200,000 active | AID 1379 | Q27757 | Potency, µM (highest dose often 38.3 µM), without a hit: at the top dose activity change, negative = inhibition, hits mostly inhibitors; further: on the % scale 0 is the no-effect control and ±100 the full control effect; nearly all actives have a fitted effect of over 60% in size
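Compound is pinned into ATP-containing buffer (10 uM ATP, imidazole pH 7.2, 7 mM MgCl2). Kinase-Glo luciferase reagent is then added. Light output is recorded following an 8-min room-temperature incubation.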
L3MBTL1 block: blocks human L3MBTL1; AlphaScreen L3MBTL1–H3K9me1 peptide binding; Potency, µM (highest dose often 57.1 µM), for inactives: at the highest dose activity, negative = inhibition, usual class: inhibitors; 0.66% of 230,000 active; further: on the % scale 0 is the no-effect control and ±100 the full control effect; nearly all actives have a fitted effect of over 60% in size
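First, the protein-peptide complex forms for 30 min at room temperature (L3MBTL1 50 nM, biotinylated H3K9me1 peptide 75 nM). Next, compounds are pin-transferred and incubated 30 min. Finally, AlphaScreen beads are added and read after 30 min.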
ALDH1A1 block: inhibitors of human aldehyde dehydrogenase 1A1; Purified ALDH1A1, NADH fluorescence, propionaldehyde substrate; 7.3% of 220,000 active; Potency, µM (titrated, usually from 75.3 µM), for inactives: top-dose activity, negative = inhibition, actives largely listed as inhibitors; AID 1030; P00352; active means well fitted inhibition curve with a large enough effect, not every such curve was filed as active; inconclusive means small, poorly fitted or top-dose-only effect, or another doubt; inactive means no such curve, though single readings can be large or run the other way;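 further: plate controls were no enzyme wells and a reference inhibitor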
RECQ1 helicase: inhibitors of human RECQ1 DNA helicase. P46063. RECQ1 DNA unwinding, red fluorescence kinetic read. Potency, µM (highest dose often 57.3 µM), without a hit: at the highest dose activity, negative = inhibition, usual class: inhibitors. 0.54% of 240,000 active. AID 2549;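 further: plate controls were vehicle for no effect and no enzyme for full effect; nearly all actives have a fitted effect of over 30% in size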
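RECQ1T1 50 nM; forked duplex (20 bp + 30-nt ss tails) 200 nM, ATP 2 mM final; pH 8.0, 2 mM MgCl2, 2.5 ug/ml poly(dI-dC); 15 min compound preincubation; discontinuous kinetic read over 2 h at RT.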
Active calls of the source: *; i = inactive; ? = inconclusive; · = not tested or not shown; & = joins results of further samples; [ ] = remark or other dose. Unless noted, the call rests on the fitted dose curve; in most records, active means well fitted curve in the direction sought with a large enough effect; inconclusive means small, poorly fitted or top-dose-only effect, or another doubt; inactive means no such curve, though single readings can be large; an effect the other way counts as inactive or inconclusive. Potency means the concentration at half of the fitted maximal effect. Not all compounds are listed (hit frequency here may not be typical).

The first 6 records (preview)
| No. | smiles | SMN2 splice enh | Lamin A splicing | Tau fibril ThT | KDM4E inh |
| --- | --- | --- | --- | --- | --- |
| 1 | Cc1ccc(CN2CCN(Cc3cccc4nccnc34)CC2CCO)cc1 (stereo unspecified) | · | · | 1% | -3% |
| 2 | O=C(NCCc1c[nH]c2ccccc12)c1cccnc1 | -8% | 2% | -9% | -7% |
| 3 | COc1ccc(C(=O)CC(=O)c2ccc(C(C)(C)C)cc2)cc1 | -11% | ? | 1% | -17% |
| 4 | C[C@@H](N)C1CCC(C(=O)Nc2ccncc2)CC1 (stereo partly specified) | 15%&24%&7%&11% | ? | -2%&-3%&2%&-15% | 0%&4% |
| 5 | COC(=O)C1=CO[C@@H](O[C@H]2OC(CO)C(O)C(O)C2O)C2C1CC(O)C2C (stereo partly specified) | -6% | -5% | 3% | 0% |
| 6 | COc1ccc(S(=O)(=O)N2c3ccc(Cl)cc3[C@](O)(c3ccccc3Cl)[C@@H]2C(=O)N2CCC[C@H]2C(N)=O)cc1OC | -3% | · | -6% | -2% |

| No. | Luc counter | L3MBTL1 block | ALDH1A1 block | RECQ1 helicase |
| --- | --- | --- | --- | --- |
| 1 | · | 1% | · | -4% |
| 2 | 0% | · | 6% | i |
| 3 | -9% | · | ? | 32µM* |
| 4 | -1%&0% | · | 11%&-2%&4%&1% | 32%&-2%&-1%&-2%[activator] |
| 5 | -1% | · | 9% | -9% |
| 6 | -1% | · | 2% | -1% |

The listing (from the top)
| No. | smiles | SMN2 splice enh | Lamin A splicing | Tau fibril ThT | KDM4E inh |
| --- | --- | --- | --- | --- | --- |
| 1 | Cc1ccc(CN2CCN(Cc3cccc4nccnc34)CC2CCO)cc1 (stereo unspecified) | · | · | 1% | -3% |
| 2 | O=C(NCCc1c[nH]c2ccccc12)c1cccnc1 | -8% | 2% | -9% | -7% |
| 3 | COc1ccc(C(=O)CC(=O)c2ccc(C(C)(C)C)cc2)cc1 | -11% | ? | 1% | -17% |
| 4 | C[C@@H](N)C1CCC(C(=O)Nc2ccncc2)CC1 (stereo partly specified) | 15%&24%&7%&11% | ? | -2%&-3%&2%&-15% | 0%&4% |
| 5 | COC(=O)C1=CO[C@@H](O[C@H]2OC(CO)C(O)C(O)C2O)C2C1CC(O)C2C (stereo partly specified) | -6% | -5% | 3% | 0% |
| 6 | COc1ccc(S(=O)(=O)N2c3ccc(Cl)cc3[C@](O)(c3ccccc3Cl)[C@@H]2C(=O)N2CCC[C@H]2C(N)=O)cc1OC | -3% | · | -6% | -2% |
| 7 | c1ccc(CC2=NCCN2)cc1 | -4% | ? | 6%&5% | 13% |
| 8 | Cc1nc2ccccn2c(=O)c1CCN1CCC(C(=O)c2ccc(F)cc2)CC1 | -22%&-21% | -6%&-16% | -7%&-4%&2% | ? |

| No. | Luc counter | L3MBTL1 block | ALDH1A1 block | RECQ1 helicase |
| --- | --- | --- | --- | --- |
| 1 | · | 1% | · | -4% |
| 2 | 0% | · | 6% | i |
| 3 | -9% | · | ? | 32µM* |
| 4 | -1%&0% | · | 11%&-2%&4%&1% | 32%&-2%&-1%&-2%[activator] |
| 5 | -1% | · | 9% | -9% |
| 6 | -1% | · | 2% | -1% |
| 7 | 0% | · | 1% | 19% |
| 8 | 0%&-4%&-11% | 1% | -12%&9%&5% | -11%&-2% |

(further entries)
| No. | smiles | SMN2 splice enh | Lamin A splicing | Tau fibril ThT | KDM4E inh |
| --- | --- | --- | --- | --- | --- |
| 9 | O=c1cc(-c2ccc(O)cc2)oc2cc(OC3OC(CO)C(O)C(O)[C@H]3O[C@@H]3OC[C@@](O)(CO)C3O)cc(O)c12 (stereo partly specified) | -6% | -3% | -1% | ? |
| 10 | CCOc1ccccc1C(N)=O | -6% | ? | · | · |
| 11 | C1CCC(C(CC2CCCCN2)C2CCCCC2)CC1 (stereo unspecified) | -32%&-43%[inhibitor] | ? | ? | -9%&-6% |
| 12 | CCC(C)[C@@H](N)C(=O)O (stereo partly specified) | 0% | · | -1% | · |
| 13 | Cn1c(=O)c2c(ncn2CC2OCCO2)n(C)c1=O | · | · | -5% | · |

| No. | Luc counter | L3MBTL1 block | ALDH1A1 block | RECQ1 helicase |
| --- | --- | --- | --- | --- |
| 9 | 0% | · | -6% | -2% |
| 10 | · | · | 6% | -7% |
| 11 | 3%&-11% | 5%&8% | -2%&3% | -15% |
| 12 | · | · | 8% | -1% |
| 13 | 1%[39.9 µM] | · | 3% | i |

From compound 12 up to 13, copied from above:
| No. | smiles | SMN2 splice enh | Lamin A splicing | Tau fibril ThT | KDM4E inh |
| --- | --- | --- | --- | --- | --- |
| 12 | CCC(C)[C@@H](N)C(=O)O (stereo partly specified) | 0% | · | -1% | · |
| 13 | Cn1c(=O)c2c(ncn2CC2OCCO2)n(C)c1=O | · | · | -5% | · |

| No. | Luc counter | L3MBTL1 block | ALDH1A1 block | RECQ1 helicase |
| --- | --- | --- | --- | --- |
| 12 | · | · | 8% | -1% |
| 13 | 1%[39.9 µM] | · | 3% | i |

Bioassay records deposited in PubChem BioAssay by National Center for Advancing Translational Sciences (NCATS).
